Bioassay records (PubChem BioAssay)
D1 potentiator – human D1 dopamine receptor positive modulation | HEK293 TREx D1 cells, calcium flux, dopamine EC20 potentiation | hit rate 0.036% among 360,000 | P21728 | potentiation, % at 10 µM; in the data active = potentiation above about 30%; also: 0% is about no effect
Vif-A3F inh – inhibitors of Vif-A3F interaction | Potency, µM (top dose mostly 46.1 µM), for inactives: at the top dose activity, negative = active | HeLa A3F-eYFP + Vif (tagged APOBEC3F with the HIV-1 protein that degrades it), YFP fluorescence increase | hit rate 0.2% among 390,000; also: potency is read from the fitted curve at half-maximal effect; % of control where 0% means no effect; nearly all actives have a fitted effect of over 65% in size
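HeLa cells stably expressing Vif plus C-terminally eYFP-tagged A3F were seeded, incubated overnight at 37 deg C, dosed with compound, incubated overnight again at 37 deg C. Yellow fluorescence (Ex 488/Em 500-530) reported blocked Vif-mediated A3F-eYFP degradation.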
RXFP1 agonist – RXFP1 (human) receptor agonism | Potency, µM (doses to about 57.5 µM), for inactives: at the top dose activation, usual class: activators | AID 2676 | hit rate 0.3% among 370,000 | Q9HBX9 | HEK293T-RXFP1 cAMP TR-FRET, 30 min; response scale: percent of porcine relaxin response, buffer zero; also: potency is read from the fitted curve at half-maximal effect; % is scaled to controls: 0 for no effect and ±100 for the full control effect; nearly all actives have a fitted effect of over 60% in size; many of its hits are not listed in these tables
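Agonist response is measured as cAMP accumulation in an RXFP1-transfected HEK293T line under PDE4 inhibition. Values are scaled between buffer-only and 29 nM porcine relaxin, and EC50s come from standard Hill equation fits.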
LDHA inh – inhibitors of human lactate dehydrogenase A; P00338; purified LDHA, NADH/diaphorase-resazurin fluorescence; stronger effect = lower value; activity change, % (values are at about 110 or 230 µM); hit rate 0.15% among 480,000; in the data active = activity change below about -30%; inconclusive = mostly about -25% to -30%;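 also: plate controls were DMSO wells for no effect and wells without enzyme for full effect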
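Resorufin fluorescence (ex540/em590), read at 0 and 20 min after diaphorase/resazurin addition, reports the NADH left after a 5 min room-temperature reaction of 2 nM human LDH5 with 0.06 mM NADH and 0.2 mM pyruvate.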
Glioma ERSR ind – inducers of ER stress response in human glioma cells. U87-MG GRP78 promoter luciferase reporter, 16 h. hit rate 0.02% among 420,000. Potency, µM, for inactives: at the top dose activation, most hits filed as activators; also: potency is read from the fitted curve at half-maximal effect; series mostly up to about 76 µM; % of control where 0% means no effect; nearly all actives have a fitted effect of over 35% in size
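Stably transfected U87-MG glioma cells carrying a GRP78-based luciferase sensor; 16 h compound incubation. Luminescence end-point read 10 min after Bright-Glo addition at room temperature.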
D2 potentiator – positive allosteric modulators of human D2 dopamine receptor; HEK293 T-REx D2, calcium flux, EC20 dopamine potentiation; potentiation, % at 10 µM; hit rate 0.34% among 340,000;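 active = potentiation over 3 SD above the plate norm, cut at about 30% in these data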; also: 0% is about no effect
Target sequence (P14416 whole entry, looked up): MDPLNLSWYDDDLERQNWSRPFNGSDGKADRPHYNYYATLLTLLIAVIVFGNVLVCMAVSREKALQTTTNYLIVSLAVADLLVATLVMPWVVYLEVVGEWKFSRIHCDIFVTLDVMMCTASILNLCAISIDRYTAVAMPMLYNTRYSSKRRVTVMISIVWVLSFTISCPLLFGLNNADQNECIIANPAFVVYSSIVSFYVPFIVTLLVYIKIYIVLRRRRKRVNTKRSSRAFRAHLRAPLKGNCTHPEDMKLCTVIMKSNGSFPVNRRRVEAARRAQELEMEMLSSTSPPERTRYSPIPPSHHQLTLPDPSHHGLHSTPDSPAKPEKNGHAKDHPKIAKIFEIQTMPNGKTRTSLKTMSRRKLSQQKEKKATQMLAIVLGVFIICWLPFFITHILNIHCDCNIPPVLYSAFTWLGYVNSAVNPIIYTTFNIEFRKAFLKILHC
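Primary screen. Calcium kinetics in induced HEK293 T-REx D2 cells: compound pre-addition 180 s, EC20 dopamine, 180 s more.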
D1 antagonist – blocks dopamine activation of the human D1 receptor; P21728; HEK293 TREx D1 cells, calcium flux, dopamine EC80; stronger effect = lower value; activity change, negative = inhibition, % at 10 µM; hit rate 3.2% among 360,000; AID 504652; in the data active = activity change below about -30%; also: % is scaled to controls: 0 for no effect and ±100 for the full control effect
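HEK293 T-REx cells expressing inducible, force-coupled D1 receptor; no-wash Ca dye, 30–90 min RT. Cmpd → 180 s read at 1 Hz → EC80 DA → 180 s read.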
D1 ag – activates the human D1 dopamine receptor; HEK293 T-REx D1 cells, calcium flux, agonist mode; P21728; AID 504660; hit rate 1% among 360,000; activation, % at 2 µM; in the data active = activation above about 30%; also: 0% is about no effect
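Tetracycline-induced HEK293 TREx D1 cells, force-coupled to calcium signalling, were dye-loaded with a no-wash calcium kit. Compound was pin-added after a 10 s baseline. Fluorescence was read kinetically at 1 cycle/s for 180 s, with calcium rises flagged as agonism.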
Vif-APOBEC3G blk – inhibitors of Vif-APOBEC3G interaction. Q9HC16. HeLa A3G-eYFP + Vif (tagged APOBEC3G with the HIV-1 protein that degrades it), YFP fluorescence, overnight. Potency, µM (highest dose often 46.1 µM), inactives show top-dose activity, negative = active, most hits filed as inhibitors. hit rate 0.076% among 410,000. AID 602310;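 also: potency is read from the fitted curve at half-maximal effect; % is scaled to controls: 0 for no effect and ±100 for the full control effect; nearly all actives have a fitted effect of over 60% in size; hits raise eYFP signal because A3G escapes Vif-driven loss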
Target sequence (Q9HC16 whole entry, looked up): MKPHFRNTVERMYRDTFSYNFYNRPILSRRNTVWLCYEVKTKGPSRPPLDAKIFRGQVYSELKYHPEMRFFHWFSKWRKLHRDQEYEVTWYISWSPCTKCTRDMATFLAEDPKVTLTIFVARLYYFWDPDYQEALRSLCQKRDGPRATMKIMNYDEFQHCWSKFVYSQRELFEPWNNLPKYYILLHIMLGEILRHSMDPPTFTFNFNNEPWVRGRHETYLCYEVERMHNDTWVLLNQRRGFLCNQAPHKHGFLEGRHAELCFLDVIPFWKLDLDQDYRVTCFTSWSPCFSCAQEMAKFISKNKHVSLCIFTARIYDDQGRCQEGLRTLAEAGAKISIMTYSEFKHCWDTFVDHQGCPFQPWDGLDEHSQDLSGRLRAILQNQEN
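Read-out is eYFP fluorescence (Ex 488/Em 500-530) from Vif-expressing HeLa A3G-eYFP cells; more signal means A3G escaped Vif-mediated degradation. Cells plated overnight, compound pinned in, incubated overnight at 37 deg C.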
* hit, by the source's call; ? = inconclusive; . = no result given; & = joins results of further samples. Unless noted, calls follow the shape of the dose curve; as a rule, active = well fitted curve in the direction sought with a large enough effect; inconclusive = small, poorly fitted or top-dose-only effect, or another doubt; inactive = no such curve, though single readings can be large; an effect the other way counts as inactive or inconclusive. The list is partial; rates above refer to the full screens.

SMILES | D1 potentiator | Vif-A3F inh | RXFP1 agonist | LDHA inh | Glioma ERSR ind | D2 potentiator | D1 antagonist | D1 ag | Vif-APOBEC3G blk
COc1ccc(S(=O)(=O)N2CCN(C(=O)c3cc(-c4ccc(C)cc4)n[nH]3)CC2)cc1 | -4.8 | 0.3% | 0.5% | 0.3 | -1.9% | -6.4 | -15.2 | 4.7 | 1.4%
CS(=O)(=O)N(CC(=O)N1CCCCCC1)c1ccc(Br)cc1 | -0.1 | -1.7% | -0.4% | -7.3 | -3.5% | 10.9 | 11.6 | -0.2 | -8.5%
CCCCOc1ccc(C(=O)NNC(=S)NC(=O)CC)cc1 | -2.9 | -15.6% | 2.6% | -4.7 | -0.1% | -0.1 | 10.3 | 14.2 | -2.3%
Cc1cc2c(s1)c1cnn(Cc3ccc(C(F)(F)F)cc3F)c(=O)c1n2C | 2.3 | . | . | -15.0 | . | . | -4.2 | 3.5 | .
COC(=O)CCC(=O)c1oc2ccc(Br)cc2c1N | -7.8 | -15.2% | 3.7% | -6.4 | 7.8% | -11.3 | 4.6 | 0.0 | -0.8%
COc1ccc(-c2noc(-c3ccccc3-c3ccccc3)n2)cc1OC | -4.7 | 8.5% | 1.7% | 3.8 | -1.4% | 7.1 | 3.1 | 10.1 | 3.4%
COCCn1c(SCC(=O)N2CCCc3ccccc32)nc2c(c1=O)SC(C)C2 (configuration not stated) | 6.3 | -3.1% | -0.1% | -4.8 | -1.7% | 6.7 | -8.3 | -1.2 | -5.9%
COc1ccc(CCN(C(=O)c2cccc(F)c2)C2CC(=O)N(c3ccc(OC)cc3)C2=O)cc1 (configuration not stated) | -7.0 | 0.3% | 0.8% | -3.9 | -1.1% | -2.7 | -10.1 | 4.9 | -1.5%
CCC(CC)NC(=O)CCCSc1nc2ccccc2[nH]1 | -2.2 | 1.2% | -0.6% | -3.0 | -1.3% | 6.9 | -0.6 | 0.2 | -1.4%
CCOc1ccc(CCNC(=O)C2CC(=O)N(c3ccccc3OCC)C2)cc1OCC (configuration not stated) | -4.7 | 7.2% | 0.1% | -4.6 | -1.4% | -3.3 | -3.0 | -0.2 | 2.8%
COC(=O)c1cc2sccc2n1Cc1nc(-c2ccc(Cl)cc2)oc1C | 0.8&-4.3 | 5.2%&0.9% | 1.6%&3.6% | -3.1&-1.2 | -2.1%&-4.1% | -5.0&6.4 | -0.4&20.5 | 0.4&5.1 | 0.5%&-0.4%
CNS(=O)(=O)c1ccc(CNC[C@H]2O[C@@H](n3cnc(C(N)=O)n3)[C@H](O)[C@@H]2O)cc1 | . | -2.3% | . | -5.8 | -1.8% | . | . | . | 3.3%
Cc1nn(-c2ccccc2)c(C)c1/C=C/C(=O)OCC(=O)Nc1ncc(C(F)(F)F)cc1Cl | -1.6 | 1.3% | 0.6% | -0.4 | -3.8% | -5.0 | -6.8 | 1.1 | -1.0%
O=C(NCC(c1cccnc1)N1CCc2ccccc21)C(=O)Nc1ccccc1F (configuration not stated) | 2.5 | 3.4% | -3.0% | 7.8 | 0.9% | -4.0 | 34.5 | 2.1 | 4.1%
C=CCNC(=O)C1CC(=O)N(c2ccc(OCC(=O)Nc3ccc(Cl)cc3)cc2)C1 (configuration not stated) | -3.3 | -3.1% | -0.6% | -8.7 | -2.2% | -13.0 | -1.3 | 1.5 | -0.4%
CC1Cc2nc(SCC(=O)NCC3CCCO3)n(Cc3ccccc3)c(=O)c2S1 (configuration not stated) | -5.8 | 0.5% | 1.4% | -9.6 | 3.6% | -1.5 | -5.2 | -2.7 | -7.0%
Cc1c(N(C(=O)c2ccccn2)C2(C(=O)NC3CCCCC3)CCCCC2)c(=O)n(-c2ccccc2)n1C | 3.1 | -0.3% | 2.9% | -5.9 | -4.0% | 3.0 | -1.8 | 3.9 | -0.8%
O=C1C=C(c2cccc(Br)c2)C[C@@H](c2ccc(Cl)cc2)C1 | . | -1.8% | . | -12.1 | -0.8% | . | . | . | -3.3%
CC(C(=O)N1CCCCC1)N(C)CC(=O)Nc1cccc(F)c1 (configuration not stated) | 1.1 | -8.5% | 2.3% | -9.1 | -6.3% | . | 1.7 | 0.3 | 0.3%
Nc1ncc(Br)cc1S(=O)(=O)NCCc1ccccc1 | 0.4 | -9.8% | 0.3% | 1.3 | -1.7% | -0.5 | 8.1 | 0.1 | -3.0%
O=C(NCc1ccc(F)cc1)Nc1ccc(Cl)cc1 | -7.1 | -2.3% | 2.0% | -7.1 | -1.2% | -20.0 | -29.9 | 25.3 | 0.3%
O=C(Nc1cccc(F)c1)C1CCCN(C(=O)c2ccc(Cl)cc2)C1 (configuration not stated) | -2.9 | 1.2% | -0.3% | -1.1 | 0.2% | -12.3 | -21.6 | 1.8 | 2.2%
CNc1nc2c(c(=O)n(C)c(=O)n2C)n1CCCc1ccccc1 | -4.5 | 1.9% | 13.4% | -5.3 | -4.2% | 5.8 | -11.5 | 4.9 | -2.7%
Cc1cc(Nc2ccccc2F)n2ncnc2n1 | -12.7 | -0.6% | 1.4% | 2.6 | -2.4% | 6.9 | -12.0 | 3.2 | 0.1%
O=C(NCc1ccccn1)c1cc2n(n1)C(C(F)(F)F)CC(c1ccco1)N2 (configuration not stated) | -1.9 | 1.9% | 0.3% | 1.4 | -4.0% | 6.1 | 4.6 | 1.9 | -5.2%
CC1(C)NC(=O)N(CCSc2ccc(Cl)cc2)C1=O | -4.3 | -7.5% | 0.0% | 0.0 | -2.8% | 8.4 | 16.3 | 3.2 | -3.9%
COc1ccc(/C(C)=N/NC(=O)c2nnn(-c3nonc3N)c2-c2cccs2)cc1 | 9.4 | -6.4% | 6.4% | -1.6 | -3.6% | 15.0 | 5.6 | 56.6* | -4.2%
CCCC(=O)Nc1ccc(C(=O)N/N=C/c2ccc([N+](=O)[O-])o2)cc1 | -2.5 | -0.7% | 0.6% | -7.8 | -4.2% | 9.1 | 12.2 | 2.2 | ?
CCOC(=O)N1CCN(C(=O)CN(c2cc(C)ccc2OC)S(=O)(=O)c2ccc(C)cc2)CC1 | -1.9 | -3.5% | 0.7% | -6.3&1.3 | -4.3% | . | -38.1* | 3.4 | 0.0%
Cc1nc(NC(=O)c2ccccc2)sc1-c1cc(C(=O)N2CCOCC2)nn1Cc1ccccc1 | . | -7.6% | . | -7.0 | 0.1% | . | . | . | -10.9%
COc1ccc(CN2CCNC(=O)C2CC(=O)NCC2CCOCC2)c(F)c1 (configuration not stated) | 2.0 | -6.5% | 0.0% | 3.5 | 2.1% | 16.5 | 3.7 | 5.0 | 0.8%
COc1ccc(C(C(=O)NCC2CCCO2)N(Cc2ccco2)C(=O)c2snc(C(N)=O)c2N)cc1OC (configuration not stated) | 1.0 | -13.3% | 1.1% | -2.5 | 1.4% | -5.7 | 14.5 | 1.3 | -0.5%
O=C1CCc2cc(S(=O)(=O)NCCCC(=O)N3CCN(Cc4ccc5c(c4)OCO5)CC3)ccc2N1 | -2.8 | 0.4% | 0.3% | -2.1 | 1.2% | -5.0 | 5.7 | -0.4 | -1.6%
Cc1ccc(C)c(OCC(O)CN2C(C)CCCC2C)c1 (configuration not stated) | -0.3 | 8.7% | -0.6% | -6.0 | -1.7% | . | 3.0 | 7.2 | 4.5%
Cc1cccc(NC(=O)c2ccccc2C(=O)O)c1 | -10.3 | -5.6% | -0.2% | -10.2 | 0.4% | -1.2 | 7.0 | 0.2 | 1.4%
COc1ccc(OCC(=O)NNC(=O)C(=O)N2CCCC2)cc1 | 0.9 | -8.6% | 3.5% | -1.0 | -3.3% | . | 12.1 | 1.5 | -1.2%

3 compounds out of the list above, arranged by the number in D1 potentiator, ascending.
molecule,D1 potentiator
Cc1cc(Nc2ccccc2F)n2ncnc2n1,-12.7
O=C(NCc1ccccn1)c1cc2n(n1)C(C(F)(F)F)CC(c1ccco1)N2 (configuration not stated),-1.9
Cc1nn(-c2ccccc2)c(C)c1/C=C/C(=O)OCC(=O)Nc1ncc(C(F)(F)F)cc1Cl,-1.6

More results:
SMILES | D1 potentiator | Vif-A3F inh | RXFP1 agonist | LDHA inh | Glioma ERSR ind | D2 potentiator | D1 antagonist | D1 ag | Vif-APOBEC3G blk
COc1ccc(/C=N/n2c(-c3cccs3)n[nH]c2=S)cc1 | . | -7.1% | 0.2% | -4.6 | 0.7% | . | . | . | 0.4%
COc1ccc(C)cc1NS(=O)(=O)c1ccc(-c2cnc(C3CC3)o2)cc1 | -3.3&0.1 | -12.6%&-8.0% | 2.7%&5.8% | -1.3&4.5 | -9.3%&-4.6% | -3.7&1.8 | -8.5&-13.5 | 9.3&10.9 | -34.0%&-9.2%
Cc1ccc(C(=O)N/C(=C\c2cccs2)C(=O)NCCCn2ccnc2)cc1 | -5.4 | 2.7% | 2.9% | -4.8 | -8.8% | -0.6 | 2.6 | 2.9 | -4.2%
COc1c(Cl)cc(Cl)cc1C(=O)n1nc(C)cc1C | -2.5 | 2.9% | 0.0% | -3.4 | -1.3% | 7.1 | -10.3 | 1.2 | -5.8%
COc1ccc(OC)c(NC=C2C(=O)OC(C)(C)OC2=O)c1 | -0.9 | -6.4% | 0.1% | 6.3 | -1.9% | 14.8 | 6.9 | 0.1 | -13.0%
Brc1ccccc1OCCCOc1cccc2cccnc12 | -2.5 | ? | -1.3% | -0.9 | 7.9% | -3.8 | -19.6 | 1.3 | -12.1%
O=C(N/N=C/c1cc([N+](=O)[O-])cc([N+](=O)[O-])c1O)/C(=C\c1cccs1)NC(=O)c1ccccc1 | 0.8 | -1.7% | 0.6% | -6.5 | -2.0% | -18.8 | -10.8 | 0.5 | -3.0%
COc1ccc(C(=O)Nc2ccc(N3CCN(C(=O)c4cccs4)CC3)cc2)cc1Br | 0.0 | 3.8% | -0.3% | -6.7 | -0.4% | 17.6 | 7.4 | 6.2 | 8.3%
CNC1(C(N)=O)CCN(Cc2ccccc2)CC1 | . | 5.9% | . | 2.0 | -1.6% | . | . | . | 0.6%
COc1ccc(CNC(=O)c2ccc3c(c2)N(Cc2ccccc2F)C(=O)c2ccccc2S3(=O)=O)cc1 | -2.6 | 1.1% | -2.1% | -10.0 | -4.0% | 4.3 | -3.7 | 10.3 | 0.9%
